Assay outcomes (PubChem)
PPARg SRC-3 ag: PPARgamma-driven SRC-3 recruitment agonism. P37231. biochemical PPARgamma/SRC-3 coactivator recruitment assay. activation, % at 8 µM. 200,000 compounds, 0.26% hits. AID 731; in the data active = activation above about 23%;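 also: 0% = DMSO and 100% = reference agonist; some compounds past the cut are filed as inactive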
Lmaj promast: inhibitors of Leishmania major promastigote growth | 200,000 compounds, 9% hits | Leishmania major promastigotes, resazurin fluorescence viability | inhibition, % at 10 µM; in the data active = inhibition above about 50%;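 also: promastigotes grown with compound for 44 hours at 28 °C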
PPARg SRC1 recr: promotes SRC-1 coactivator recruitment by human PPARgamma; P37231; PPARgamma-SRC-1 coactivator recruitment biochemical assay; activation, % at 8 µM; 200,000 compounds, 0.41% hits; in the data active = activation above about 19%;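 also: 0% = DMSO and 100% = reference agonist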
S1P3 antag: blocks the human S1P3 receptor; Q99500; CHO S1P3 NFAT-BLA reporter, FRET fluorescence, antagonist mode; inhibition, % at 4.98 µM; 170,000 compounds, 0.27% hits; AID 485;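 active = inhibition above the plate cutoff, the mean inhibition of test wells on that plate plus 3 SD, cut at about 28% in these data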;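 also: cells challenged with S1P at its EC80 of 0.8 µM; blue over green emission ratio from cleaved BLA substrate after 4 h stimulation; 0% = S1P-stimulated wells and 100% = unstimulated DMSO-only wells; some compounds past the cut are filed as inactive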
DTT redox prof: compounds producing H2O2 with reducing agent – biochemical, NIH compound library profiling, artefact control for MLSCN library redox annotation, primary screen; 200,000 compounds, 0.03% hits; DTT-dependent redox cycling H2O2, phenol red/HRP absorbance; 100% = 100 µM peroxide control, 0% = buffer; AID 878; activation, % at 10 µM;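 active = activation of at least 50% relative to the plate's high and low controls in the primary single-dose screen; inactive = activation below 50%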;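 also: compound incubated with DTT at 0.8 mM final as the reducing agent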
ROMK mod: modulators of human ROMK potassium channel. P48048. Tet-inducible ROMK, thallium flux fluorescence; actives lie on both sides. B-score at 10 µM. 130,000 compounds, 2% hits. AID 1918;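 active = signal ratio slope over the read window, or its plate-corrected B-score, at least 3 SD from the plate mean, either direction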;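 also: B-score of the F/F0 ratio slope over 7 to 12 s after thallium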
PPARg SRC2 recr: PPARgamma-driven SRC-2 recruitment agonism | P37231 | PPARgamma LBD-SRC-2 recruitment, biochemical | activation, % at 8 µM | 200,000 compounds, 0.34% hits | AID 1032; in the data active = activation above about 22%;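 also: 0% = vehicle and 100% = reference agonist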
bIAP act: intestinal alkaline phosphatase (bovine) activation. purified bovine IAP, CDP-star luminescence, 30 min; hits give high values; fold of DMSO-control signal, blank-subtracted. activation factor at 20 µM. 200,000 compounds, 0.17% hits;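 active = activation factor of 2 or more at 20 µM, a signal rise over negative controls twice the positive control's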
TLR4-MyD88 BLA: inhibitors of human TLR4-MyD88 binding; inhibition, % at 8.4 µM; O00206+Q99836; HeLa CL3-4 TLR4/MyD88 BLA complementation, FRET ratio; 200,000 compounds, 0.18% hits; in the data active = inhibition above about 25%;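 also: 0% = vehicle and 100% = reference inhibitor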
Target sequence (O00206 whole entry, looked up): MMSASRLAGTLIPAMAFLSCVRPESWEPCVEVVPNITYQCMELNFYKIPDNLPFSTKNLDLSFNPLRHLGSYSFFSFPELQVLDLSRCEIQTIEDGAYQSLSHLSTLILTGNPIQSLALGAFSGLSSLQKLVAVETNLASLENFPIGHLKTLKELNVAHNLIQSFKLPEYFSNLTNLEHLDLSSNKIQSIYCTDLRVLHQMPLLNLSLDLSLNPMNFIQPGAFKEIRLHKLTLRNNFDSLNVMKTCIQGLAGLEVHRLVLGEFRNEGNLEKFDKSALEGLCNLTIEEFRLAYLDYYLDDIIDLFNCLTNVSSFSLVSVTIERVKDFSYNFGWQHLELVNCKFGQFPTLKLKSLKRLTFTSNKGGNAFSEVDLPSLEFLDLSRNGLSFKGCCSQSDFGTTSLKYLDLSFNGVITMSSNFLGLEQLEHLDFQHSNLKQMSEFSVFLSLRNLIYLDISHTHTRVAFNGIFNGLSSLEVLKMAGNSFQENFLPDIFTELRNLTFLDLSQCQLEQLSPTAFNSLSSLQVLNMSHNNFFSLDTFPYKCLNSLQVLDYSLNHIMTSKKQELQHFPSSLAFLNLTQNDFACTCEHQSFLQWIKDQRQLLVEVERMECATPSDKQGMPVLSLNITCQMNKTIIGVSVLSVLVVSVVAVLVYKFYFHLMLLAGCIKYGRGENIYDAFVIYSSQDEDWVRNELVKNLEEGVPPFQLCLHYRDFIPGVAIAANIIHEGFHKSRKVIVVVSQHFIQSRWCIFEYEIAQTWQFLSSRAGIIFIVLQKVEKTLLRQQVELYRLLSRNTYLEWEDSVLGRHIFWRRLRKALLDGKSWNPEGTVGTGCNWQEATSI
Target sequence (Q99836 whole entry, looked up): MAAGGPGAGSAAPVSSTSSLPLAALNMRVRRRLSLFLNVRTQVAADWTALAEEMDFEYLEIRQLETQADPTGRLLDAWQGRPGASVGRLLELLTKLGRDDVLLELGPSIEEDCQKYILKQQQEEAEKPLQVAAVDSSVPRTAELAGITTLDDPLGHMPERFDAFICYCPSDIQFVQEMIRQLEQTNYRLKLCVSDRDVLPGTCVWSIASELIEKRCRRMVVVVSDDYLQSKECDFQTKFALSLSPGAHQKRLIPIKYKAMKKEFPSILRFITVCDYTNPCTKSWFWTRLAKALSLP
TR-FRET SRC-2 ct: TR-FRET artefact, counter-screen to PPARgamma/SRC-2 agonist assay; AID 1049; TR-FRET ratio at 8 µM; hits give high values; 200,000 compounds, 0.4% hits; in the data active = TR-FRET ratio above about 2000; also: inactives centre near 1500; reference of the scale not given here
bIAP inh: intestinal alkaline phosphatase (bovine) inhibition | purified bovine IAP, CDP-star luminescence, 30 min | inhibition, % at 20 µM | 190,000 tested, under 10 active | AID 1019;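 active = over 50% inhibition of intestinal alkaline phosphatase at 20 µM in the single-dose screen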
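Incubation: 30 min reaction at room temperature / Material: purified bovine intestinal alkaline phosphatase (IAP) enzyme / Input: enzyme at 1/65,000,000 dilution / Dosing: 20 µM single dose / Signal: CDP-star luminescence signal / Reagent: CDP-star chemiluminescent phosphatase substrate, 30 µM final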
* hit, by the source's call; nt = no result given.

Sequence of screens: ROMK mod | DTT redox prof | bIAP act | TLR4-MyD88 BLA | Lmaj promast | S1P3 antag | TR-FRET SRC-2 ct | bIAP inh | PPARg SRC2 recr | PPARg SRC-3 ag | PPARg SRC1 recr
- CS(=O)(=O)c1ccc2nc(NC(=O)c3ccc(S(=O)(=O)NCC4CCCO4)cc3)sc2c1 (stereo not given)
  0.021 | -0.5 | 0.9 | -9 | -5 | -10 | 1621 | 7 | 0 | 1 | 11
- COC(=O)c1cc(-c2ccccc2)sc1NC(=O)c1cc(C)on1
  nt | 0.7 | 1 | -9 | -6 | -19 | 1507 | 2 | 2 | 0 | 1
- C=CCn1c(SCC(=O)NC(=O)NCC(C)C)nnc1C1CCCCC1
  nt | 2.5 | 0.9 | 10 | -5 | -18 | 1452 | 5 | -10 | -1 | -10
- COC(=O)c1ccc(/C=N/N2CCN(Cc3ccc(C)cc3C)CC2)cc1
  -0.096 | 0.2 | 0.9 | 9 | 84* | 5 | 1598 | 7 | 2 | 0 | 0
- O=c1cc(CO)oc(C(Nc2cccc(C(F)(F)F)c2)c2ccccn2)c1O (stereo not given)
  0.35 | -2.6 | 1.2 | -2 | 3 | 4 | 1557 | -20 | 4 | 2 | 2
- CCCCNC(=O)c1ccc(NC(=O)C2CCCO2)cc1 (stereo not given)
  nt | -2.3 | 1 | 6 | 17 | nt | 1308 | 4 | -2 | -11 | -4
- O=C(/C=C\Nc1ccccn1)c1ccc(Cl)cc1
  -0.52 | -0.5 | 1 | -16 | -4 | 8 | 1693 | 4 | 2 | 4 | 7
- COc1ccc(CC(=O)Nc2cccc(S(=O)(=O)N3CCCCCC3)c2)cc1OC
  -2.2 | 0.6 | 0.8 | -4 | 84* | -2 | 1595 | 18 | 0 | 1 | 3
- C=CCN1N=C(c2ccc(Cl)s2)CSC1=O
  nt | -8.8 | 0.7 | -4 | -2 | nt | 1820 | 34 | 8 | 6 | 3
- O=C(CSc1nnc(Cn2c(=O)sc3ccccc32)n1CCc1ccccc1)N1CCOCC1
  -0.14 | 1.2 | 1 | 2 | 4 | -13 | 1568 | -4 | 1 | -3 | 0
- CC(=O)c1cccc(NC(=O)CCS(=O)(=O)c2ccc(Br)s2)c1
  -0.51 | 4.2 | 1.2 | 13 | -7 | -9 | 1386 | -16 | -3 | -1 | 4
- CCN(CC)S(=O)(=O)c1ccc(C(=O)OCCN2C(=O)CCC2=O)cc1
  nt | -0.9 | 1.1 | 1 | -6 | 5 | 1669 | -6 | -2 | -4 | 7
- COc1ccccc1-c1c(C)oc2c(CN3CCN(CCO)CC3)c(O)ccc2c1=O
  nt | 2.3 | 1 | -1 | 38 | 2 | 1599 | -4 | 9 | 9 | 5
- Cc1cccc(NC(=O)CSCc2nc3c(nnn3Cc3ccc(F)cc3)c(=O)[nH]2)c1C
  0.21 | 0.2 | 1.1 | 10 | -10 | -23 | 1387 | -5 | 2 | 6 | 2
- CC(C)Sc1nc(-c2ccccc2)cc(=O)[nH]1
  nt | -3.3 | 0.9 | 11 | -5 | nt | 1648 | 5 | 3 | 13 | 7

Just PPARg SRC-3 ag and DTT redox prof (two entries from above):
| Structure | PPARg SRC-3 ag | DTT redox prof |
| --- | --- | --- |
| C=CCn1c(SCC(=O)NC(=O)NCC(C)C)nnc1C1CCCCC1 | -1 | 2.5 |
| COC(=O)c1ccc(/C=N/N2CCN(Cc3ccc(C)cc3C)CC2)cc1 | 0 | 0.2 |

Next results.
Sequence of screens: ROMK mod | DTT redox prof | bIAP act | TLR4-MyD88 BLA | Lmaj promast | S1P3 antag | TR-FRET SRC-2 ct | bIAP inh | PPARg SRC2 recr | PPARg SRC-3 ag | PPARg SRC1 recr
- CSC1=N/C(=C\c2cccc(F)c2)C(=O)S1
  -0.17 | -0.2 | 1 | -6 | -4 | nt | 1505 | -1 | 1 | -3 | -4
- Cc1ccc(C)c(NC(=O)C2CCC(C)(C(=O)O)C2(C)C)c1 (stereo not given)
  nt | -3.2 | 0.9 | -8 | -6 | nt | 1664 | 8 | 5 | 7 | 2
- CCCc1cc(-c2n[nH]c(C(=O)OCC)c2-c2cscn2)c(O)cc1O
  nt | 0.8 | 1.4 | 1 | 20 | nt | 1645 | -44 | -3 | 21 | 5
- CCN(c1ccc(OCC(=O)OCC(=O)c2c(N)n(C)c(=O)n(C)c2=O)cc1)S(=O)(=O)c1ccccc1
  0.28 | -1.1 | 1.1 | -8 | -7 | 0 | 1759 | -7 | 7 | 3 | 17
- Cc1ccsc1/C=N/N1CCN(Cc2ccccc2)CC1
  -0.38 | 7.6 | 1.1 | 3 | -8 | -7 | 1479 | -13 | 4 | 2 | 4
- CCCc1c(O)c2ccccc2[nH]c1=O
  nt | -4.4 | 1 | 3 | 2 | nt | 1508 | 0 | 8 | -3 | 2
- Cn1c(Cn2nnc3ccccc32)nnc1SCC(N)=O
  nt | -1.7 | 0.9 | 0 | -3 | 6 | 1715 | 5 | 7 | -2 | -3
- C=CCn1c(SCCC(=O)O)nnc1-c1cccs1
  1.1 | 2.1 | 1 | -9 | -4 | -15 | 1544 | 0 | 8 | 0 | -3
- Cc1cc(C(=O)CSc2nnc(N)s2)c(C)n1CCc1ccc(F)cc1
  0.65 | -0.5 | 0.8 | -7 | 3 | 24 | 1674 | 16 | 6 | -4 | -3
- CCOC(=O)N1CCN(C(=O)c2ccc(CS(=O)(=O)c3ccccc3OC)o2)CC1
  nt | 2.5 | 1 | 0 | -8 | -31 | 1560 | -5 | -4 | -7 | 1
- O=C(COc1ccccc1)Nc1ccc(CN2CCCCC2)cc1
  0.25 | -0.7 | 0.9 | -12 | -6 | 12 | 1537 | 9 | -1 | 1 | 6
- CC1(CC(=O)N/N=C/c2cc([N+](=O)[O-])c(O)cc2O)OCCO1
  0.7 | -0.1 | 0.9 | -9 | -3 | -8 | 1455 | 6 | 0 | -5 | -6
- Cc1cc(C)c2nc(SCC(=O)NCCN3C(=O)CSC3=O)cc(C)c2c1
  nt | 0.0 | 1 | -8 | 0 | -9 | 1590 | 2 | 5 | 0 | 0
- CC(C)N(C(=O)COC(=O)[C@H](C)NC(=O)c1ccco1)c1ccccc1
  0.8 | -0.2 | 1.1 | -10 | -4 | -23 | 1680 | -6 | 7 | 6 | 10
- Cc1cccc(-n2c(N)cc(=O)nc2SCC(=O)Nc2cc(C)on2)c1
  0.95 | -0.2 | 0.9 | 2 | -4 | -11 | 1628 | 5 | 3 | 0 | 8

Sequence of screens: ROMK mod | DTT redox prof | bIAP act | TLR4-MyD88 BLA | Lmaj promast | S1P3 antag | TR-FRET SRC-2 ct | bIAP inh | PPARg SRC2 recr | PPARg SRC-3 ag | PPARg SRC1 recr
- Cc1nc(N2CCN(c3ccccn3)CC2)c2c(C)c(C(=O)Nc3ccc(F)cc3)sc2n1
  -0.56 | -0.8 | 1 | -17 | 44 | -5 | 1621 | -4 | 3 | 1 | 10
- CCC(CC)c1nnc(NC(=O)c2ccc([N+](=O)[O-])cc2)s1
  -0.16 | 0.1 | 0.9 | 4 | -3 | -4 | 1569 | 11 | -2 | -3 | -2
- CCC(C)(C)n1nnnc1C(c1cc2ccc(OC)cc2[nH]c1=O)N1CCN(C2CCCCC2)CC1 (stereo not given)
  nt | 2.1 | 1 | 15 | -16 | 0 | 1800 | -2 | -2 | -2 | 10
- CCOc1ccc(CNc2ccc(N3CCCC3)cc2)cc1
  -0.23 | 1.0 | 0.8 | 0 | 100* | 10 | 1770 | 15 | 29* | 22 | 12
- CC(=O)NC(CCS(C)(=O)=O)C(=O)Nc1cc(C)ccc1C (stereo not given)
  nt | -2.9 | 0.9 | 0 | -7 | -11 | 1561 | 5 | 2 | 3 | 9
- COCCn1c(SCC(=O)c2ccc(Cl)cc2)nnc1C(C)C
  0.32 | 0.8 | 0.9 | -6 | -5 | -14 | 1585 | 11 | -1 | 1 | -3
- N#Cc1ccccc1NC(=O)c1ccccc1OCC(=O)Nc1ccc2c(c1)oc1ccccc12
  nt | 0.7 | nt | 11 | 0 | -8 | 2662* | nt | 13 | 5 | 3
- CCCc1cc(O)c2c(C)cc(=O)oc2c1
  nt | 0.5 | 0.9 | 0 | -2 | nt | 1771 | 14 | 21 | 19 | 15
- Cc1cc(NC(=O)/C=C/c2ccc(Cl)cc2)no1
  nt | -0.5 | 1.1 | -5 | 18 | 9 | 1625 | -12 | -5 | -6 | 6
- CCc1cccc2c(C(=O)CSc3nncn3C)c[nH]c12
  -1.3 | 0.6 | 1 | -6 | 4 | -17 | 1345 | 2 | -9 | 1 | 3
- COc1ccc(-c2csc(N3C(=O)C4C5c6ccccc6C(c6ccccc65)C4C3=O)n2)cc1 (stereo not given)
  0.17 | 0.1 | 0.1 | -21 | 60* | -4 | 1561 | nt | 0 | 0 | 8
- O=C(NCCCN1CCN(Cc2ccccc2)CC1)C1CCN(c2nnc(-n3cccc3)s2)CC1
  nt | -0.8 | 1.1 | -5 | -4 | -24 | 1590 | -8 | 5 | -2 | 3
- Cc1ccc(CNC(=O)C2CCN(S(=O)(=O)c3ccc4c(c3)OCCCO4)CC2)cc1
  nt | 0.0 | 1.2 | -7 | -4 | -15 | 1604 | -23 | 7 | 2 | 2
- COC(=O)c1ccc(CN(c2ccccc2OC)S(=O)(=O)c2cccs2)o1
  0.78 | -1.3 | 0.9 | 3 | 33 | 18 | 1407 | 9 | -7 | -9 | -2
- CCNc1nc(NC(C)(C)C)nc(N(CC)n2cnnc2)n1
  0.36 | 1.6 | 1 | 11 | 2 | -16 | 1425 | 2 | 6 | 2 | 5
- CCCSc1nnc(NC(=O)c2sc3nc(-c4cccs4)ccc3c2N)s1
  nt | -0.8 | 0.9 | 30* | 1 | -17 | 1713 | 15 | 9 | 1 | 2
- COc1cccc2c(=O)n(CC(=O)NC3CCCCC3)ccc12
  nt | -1.0 | 1 | -11 | -10 | -37 | 1493 | 0 | -8 | -3 | -3

Some of the entries above, set out differently:
structure,ROMK mod,DTT redox prof,bIAP act,TLR4-MyD88 BLA,Lmaj promast,S1P3 antag,TR-FRET SRC-2 ct,bIAP inh,PPARg SRC2 recr,PPARg SRC-3 ag,PPARg SRC1 recr
Cc1cc(NC(=O)/C=C/c2ccc(Cl)cc2)no1,nt,-0.5,1.1,-5,18,9,1625,-12,-5,-6,6
CC(=O)NC(CCS(C)(=O)=O)C(=O)Nc1cc(C)ccc1C (stereo not given),nt,-2.9,0.9,0,-7,-11,1561,5,2,3,9
Cc1ccc(CNC(=O)C2CCN(S(=O)(=O)c3ccc4c(c3)OCCCO4)CC2)cc1,nt,0.0,1.2,-7,-4,-15,1604,-23,7,2,2
